From PubChem
ABCG2 block: human ABCG2 inhibition, ABCB1 as counter-screen; Q9UNQ0; IgMXP3 cells, JC-1 efflux, flow cytometry; inhibition, % at 6.6 µM; 190,000 compounds, 0.1% hits; AID 1325;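 active = inhibition above 80%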;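 also: 0% = DMSO and 100% = nicardipine control wells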
Target sequence (Q9UNQ0 whole entry, looked up): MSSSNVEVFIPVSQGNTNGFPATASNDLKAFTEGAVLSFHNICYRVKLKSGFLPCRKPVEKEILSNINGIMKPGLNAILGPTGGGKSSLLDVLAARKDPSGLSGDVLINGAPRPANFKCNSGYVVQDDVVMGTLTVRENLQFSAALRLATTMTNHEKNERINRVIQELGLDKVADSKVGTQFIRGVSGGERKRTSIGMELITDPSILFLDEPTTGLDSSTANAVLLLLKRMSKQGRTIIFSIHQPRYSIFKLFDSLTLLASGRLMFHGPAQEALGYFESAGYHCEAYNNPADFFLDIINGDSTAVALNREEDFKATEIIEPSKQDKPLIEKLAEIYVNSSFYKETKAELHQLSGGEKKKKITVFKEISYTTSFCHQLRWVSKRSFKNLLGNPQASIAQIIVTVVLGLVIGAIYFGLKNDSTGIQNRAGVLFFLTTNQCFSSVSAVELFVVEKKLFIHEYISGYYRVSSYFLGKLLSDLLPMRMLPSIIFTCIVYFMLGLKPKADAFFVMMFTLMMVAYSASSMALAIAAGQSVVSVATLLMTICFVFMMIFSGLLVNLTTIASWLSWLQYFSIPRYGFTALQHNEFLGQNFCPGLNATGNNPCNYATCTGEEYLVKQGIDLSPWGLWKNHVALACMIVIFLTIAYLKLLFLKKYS
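Incubation: cells with compound and JC-1, 10 min at 25 °C, rotating, no wash / Test system: IgMXP3 (ABCG2) plus far-red-tagged CCRF-Adr (ABCB1) cells / Compound dosing: one concentration, 6.6 µM final / Also added: JC-1 fluorescent substrate / Evaluation: efflux inhibition in percent versus controls / Detection: flow cytometry, 530 nm JC-1 signal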
Rac1 wt modul: human Rac1 wildtype GTP binding, inhibitors and activators; GST-Rac1 beads, fluorescent GTP binding, flow cytometry; actives lie on both sides; 0 = cold GTP competed, 100 = untreated; GTP binding activity (% of control), % at 10 µM; 190,000 compounds, 0.27% hits;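 active = GTP binding activity at least 20 points away from the 100% control level, either lower or higher; inconclusive = compound flagged as likely green fluorescent, judged across all proteins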
Avidin fluor: compound fluoresces at 488/530 nm on avidin beads | compound fluorescence 488/530 nm, flow cytometry; hits give high values | fluorescence (KMESF) at 10 µM | AID 1775 | 220,000 compounds, 0.38% hits; in the data active = fluorescence above about 47; also: inactives centre near 10
Rab2A wt mod: changes GTP binding to wildtype dog Rab2A, up or down; P61105; GST-Rab2 wt beads, Bodipy-GTP binding, flow cytometry; GTP binding activity, % at 10 µM; 190,000 compounds, 0.19% hits;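 active = GTP binding activity at least 20 points away from 100%, either lowered or raised; inconclusive = signal likely due to the compound's own green fluorescence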;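 also: 0% = beads with excess unlabeled GTP and 100% = no-compound control corrected for plate trend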
ABCB1 block: blocks JC-1 efflux by human ABCB1 transporter. P08183. CCRF-Adr cells, flow cytometry. inhibition, % at 6.6 µM. 190,000 compounds, 0.067% hits; in the data active = inhibition above about 40%;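 also: 0% = vehicle and 100% = reference inhibitor; higher value means more JC-1 retained so stronger ABCB1 efflux block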
GSH fluor: GSH bead compound fluorescence profile. 190,000 compounds, 0.25% hits. fluorescence (KMESF) at 10 µM. GSH beads flow cytometry, compound fluorescence 488/530 nm; hits give high values; in the data active = fluorescence above about 89;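 also: glutathione beads carrying GST-tagged Bcl family fusion proteins plus one bare bead set; values are compound well signal with DMSO vehicle wells as background; inactives centre near 16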
Pf gamet viab: P. falciparum stage V gametocyte viability inhibition | P. falciparum stage V gametocytes, ATP luminescence, 24 h | inhibition, % at 10.9 µM | 150,000 compounds, 0.065% hits;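 active = inhibition above the mean plus 3 SD of compounds within the control limits, set per campaign, cut at about 38% in these data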;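 also: 0% = DMSO wells and 100% = medium only without gametocytes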
HRas wt GTP bind: modulators of GTP binding to human HRas wildtype; GTP binding activity, % at 10 µM; P01112; GST-Ras wt beads, Bodipy-FL-GTP binding, flow cytometry; actives lie on both sides; 190,000 compounds, 0.14% hits; AID 759;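 active = GTP binding activity at least 20% away from the 100% baseline, either lowered as inhibitor or raised as activator; inconclusive = flagged as likely green fluorescent, judged across all proteins in the well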;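 also: 0% = unlabeled GTP competition control and 100% = no-compound control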
Target sequence (P01112 whole entry, looked up): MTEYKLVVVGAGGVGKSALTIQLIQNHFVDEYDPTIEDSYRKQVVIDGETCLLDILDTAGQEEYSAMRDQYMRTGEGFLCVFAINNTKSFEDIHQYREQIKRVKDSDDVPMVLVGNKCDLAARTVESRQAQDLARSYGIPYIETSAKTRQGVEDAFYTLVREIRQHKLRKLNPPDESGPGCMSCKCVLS
Rab7 wt GTP bind: dog Rab7 wildtype GTP binding, inhibitors and activators | GTP binding activity (percent of control), % at 10 µM | GST-Rab7 beads, fluorescent GTP binding, flow cytometry; actives lie on both sides; untreated = 100%, excess cold GTP = 0% | AID 758 | 190,000 compounds, 0.055% hits;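 active = fluorescent GTP binding to Rab7 beads changed by at least 20 points from the 100% baseline, either direction, mostly lower; inconclusive = compound itself probably fluorescent, or too few beads counted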;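 also: median green fluorescence of bound Bodipy-FL-GTP per Rab7 bead population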
Cdc42 wt: human Cdc42 wildtype GTP binding change, either direction; P60953; GST-Cdc42 beads, Bodipy-GTP binding, flow cytometry; actives lie on both sides; percent activity (GTP binding), % at 10 µM; 190,000 compounds, 0.2% hits; AID 761;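 active = percent activity GTP binding at least 20 points away from the 100% baseline, either down as inhibitor or up as activator; inconclusive = compound flagged as likely green fluorescent from well-wide comparison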;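 also: median bead fluorescence of bound Bodipy-FL-GTP at 100 nM; 0% = excess unlabeled GTP control and 100% = no compound control; below 100% means less GTP binding so inhibitor and above means activator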
Target sequence (P60953 whole entry, looked up): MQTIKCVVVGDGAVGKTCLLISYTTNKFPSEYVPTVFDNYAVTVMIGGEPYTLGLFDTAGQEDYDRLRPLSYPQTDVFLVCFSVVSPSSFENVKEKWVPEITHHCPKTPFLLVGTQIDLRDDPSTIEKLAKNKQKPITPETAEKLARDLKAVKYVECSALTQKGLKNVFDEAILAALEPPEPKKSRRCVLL
Rac1 act GTP bind: human Rac1 activated mutant GTP binding change; P63000; GST-Rac1 activated beads, fluorescent GTP binding, flow cytometry; actives lie on both sides; 100% means binding = to untreated wells; percent activity (GTP binding), % at 10 µM; 190,000 compounds, 0.11% hits; AID 764;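 active = GTP binding at least 20 percentage points away from the 100% baseline, in either direction, so actives lie on both sides; inconclusive = Compound likely fluorescent itself, or too few beads counted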
The depositor's hits bear a star; ? = inconclusive; / = not tested or not shown.

SMILES	ABCG2 block	Rac1 wt modul	Avidin fluor	Rab2A wt mod	ABCB1 block	GSH fluor	Pf gamet viab	HRas wt GTP bind	Rab7 wt GTP bind	Cdc42 wt	Rac1 act GTP bind
Fc1cccc(Cl)c1CSc1ccc2nnc(-c3ccccn3)n2n1	-2	?	9	?	0.0	18	-6	?	?	?	?
COC(=O)c1ccccc1NC(=O)c1cccc(NC(=O)C(C)C)c1	8	96	10	96	1.1	19	10	94	102	96	93
CCOC(CCNC(=O)c1cn(-c2cccc(C)n2)cn1)OCC	12	104	8	103	1.1	19	-4	105	98	108	100
CCOC(=O)C1=C(C)N=C2c3ccccc3C(=O)C2C1c1ccc(Cl)cc1 (stereo not given)	0	97	9	93	-0.1	10	/	96	92	94	93
CCN=C(NCC)SC1CC(=O)N(c2ccc(OCC)cc2)C1=O (stereo not given)	2	99	6	100	0.7	18	/	98	105	97	97
COc1ccc(C)cc1NC(=O)COC(=O)Cc1ccc(-c2ccccc2)cc1	33	101	10	96	0.3	10	/	100	103	100	98
CCN(CC)CCNC(=O)Cn1c(-c2ccccn2)nc2ccccc21	-5	100	10	100	-5.2	28	/	100	96	100	99
CCCC(=O)N=C1SC2CS(=O)(=O)CC2N1c1ccc(C(C)=O)cc1 (stereo not given)	1	108	8	103	0.1	15	/	101	99	103	102
COc1nc(-c2ccccc2)cc(-c2ccccc2)n1	54	105	260*	98	-0.7	26	-6	101	102	102	98
CCOc1cc(NC(=S)Nc2ccccc2OC)c(OCC)cc1NC(=O)c1ccccc1C	7	94	10	93	2.1	27	-3	95	93	97	94
Cc1ccccc1Nc1sc(C(=O)Nc2cccc(Cl)c2)c(N)c1C(N)=O	-2	101	9	99	-0.7	11	4	98	99	99	101
COc1ccc(NC(=O)CCN2CCN(S(=O)(=O)c3ccc(Cl)cc3)CC2)cc1	4	?	11	?	1.4	32	-7	?	?	?	?
COc1ccc(C2=NOC(C(=O)Nc3c(C)n(C)n(-c4ccccc4)c3=O)C2)cc1 (stereo not given)	8	100	6	98	0.2	20	/	100	101	99	99
Cc1noc(C)c1COc1cccc(C(=O)OC(C)C(=O)Nc2c(C)n(C)n(-c3ccccc3)c2=O)c1 (stereo not given)	7	103	6	97	1.3	12	14	96	96	100	96
O=C(N/N=C/c1cccnc1)C1CCCCC1	2	95	26	96	0.2	10	-32	98	106	97	95
C=CCn1cc(C(=O)NCc2cccnc2)c(=O)c2cc(S(=O)(=O)N(CC)CC)ccc21	2	103	7	101	0.6	23	/	102	98	103	102
Cc1c(NC(=O)COc2cccc3c2OC(C)(C)C3)c(=O)n(-c2ccccc2)n1C	-1	107	9	105	0.1	20	12	101	103	102	94
CC(C)OC(=O)CC(=O)CSc1nc2c(cc1C#N)CCCCC2	1	107	10	101	0.3	45	/	104	103	108	100
c1ccc(OCc2nc(-c3ccccc3)no2)cc1	1	103	13	101	0.1	43	/	101	103	103	97
O=C(c1n[nH]c2ccccc12)N1CCCCC1	2	99	11	97	0.4	13	/	97	100	96	96
Cc1ccccc1-n1ccnc1SCC(=O)NCc1ccco1	1	94	16	96	0.0	15	/	94	91	97	93
Cc1cc(Cl)ccc1C(=O)C1CCCN(C(=O)c2cnsn2)C1 (stereo not given)	-4	95	10	96	-2.2	19	-14	95	98	98	97
Cc1cccc(C(=O)NC(=O)Nc2c(C)cc(C)nc2C)c1	6	96	12	95	0.2	14	-4	93	95	94	94
O=c1[nH][nH]c(-c2ccccc2)c1C=Nc1ccc(OC(F)(F)F)cc1	8	99	11	97	0.4	10	-11	99	104	96	94
Cc1cc(Cl)c(S(=O)(=O)N2CCCCCC2)cc1OCC(=O)NC1CCCCC1	22	104	13	101	1.4	36	/	100	101	102	99
COc1ccccc1OCCC(=O)NCc1ccc2c(c1)OCO2	6	99	6	99	2.2	20	-3	101	99	98	100
Cc1cc(C(=O)CN2CC(C)OC(C)C2)c(C)n1-c1ccccc1 (stereo not given)	3	102	5	101	0.8	27	/	99	98	97	98
O=C(NCc1cccnc1)c1cccc(S(=O)(=O)N2CCOCC2)c1	0	103	7	99	-0.1	4	31	100	97	101	99
CCCCOc1cccc(-c2cc(C(=O)NNC(=S)NCC)c3ccccc3n2)c1	0	99	7	98	0.0	40	28	99	101	97	97
CC(C)(C)n1c(=O)[nH]c2c(c1=O)CCC2	4	107	8	101	0.3	11	/	104	103	103	101
CCCCOc1ccc(C2C3CN(C(=O)OCC)CC=C3C(C#N)=C(N)C2(C#N)C#N)cc1OC (stereo not given)	5	99	8	98	3.3	29	/	99	98	96	96
COc1cc2c(cc1OC)CN(CC(=O)NC(=O)NCc1ccco1)CC2	1	103	12	102	0.4	26	5	105	102	104	99
COc1ccc(-c2cc(C(F)(F)F)nc(N3CCN(C)CC3)n2)cc1	1	105	16	105	0.4	21	10	104	103	105	101
COc1c(C)cc(S(=O)(=O)N2CCOCC2)c(C)c1C	1	99	13	101	0.6	13	8	98	97	102	97
O=C(Oc1cccnc1)c1ccc(Cl)c(Cl)c1	7	100	15	99	1.5	24	-18	99	97	100	98
Cc1ccc(-c2csc(N)n2)s1	4	100	19	100	1.1	12	-3	101	98	101	98

Reprinted from the part before: 2 entries; new compounds follow.
SMILES	ABCG2 block	Rac1 wt modul	Avidin fluor	Rab2A wt mod	ABCB1 block	GSH fluor	Pf gamet viab	HRas wt GTP bind	Rab7 wt GTP bind	Cdc42 wt	Rac1 act GTP bind
O=C(Oc1cccnc1)c1ccc(Cl)c(Cl)c1	7	100	15	99	1.5	24	-18	99	97	100	98
Cc1ccc(-c2csc(N)n2)s1	4	100	19	100	1.1	12	-3	101	98	101	98
O=C(COC(=O)c1cc(=O)c2ccccc2o1)NC1CCCCC1	7	97	10	98	1.4	13	-12	98	109	97	96
COc1ccc(N2CCN(C(=S)Nc3ccc(S(N)(=O)=O)cc3)CC2)cc1	0	104	7	101	0.2	11	/	100	104	103	98
CC1=C(C(=O)OC(C)C)C(c2ccc(C)o2)NC(=O)N1 (stereo not given)	3	105	6	99	0.6	15	/	100	96	99	99
C#Cc1ccc([C@@H]2C=C(C(=O)N3CCN(Cc4ccccc4)CC3)O[C@H](OCC)[C@H]2CCCO)cc1	8	97	7	95	1.9	18	-19	97	102	96	96
CCOC(=O)C(=O)NNc1ccc(C)cc1	1	100	14	99	0.2	13	-7	97	97	102	99
CCc1nnc(NC(=O)CSc2nc(SC)ns2)s1	1	107	19	99	0.0	17	/	99	100	99	99
CS(=O)(=O)Nc1ccc(C2=NN(S(C)(=O)=O)C(c3ccc4c(c3)OCO4)C2)cc1 (stereo not given)	-1	106	7	103	-0.4	10	/	102	106	100	101
O=C1OC(/C=C/c2ccc(Cl)cc2Cl)=NC/1=C\c1cccs1	1	99	5	94	1.8	8	-15	96	97	96	92
COc1ccc(NC(=O)c2oc3ccccc3c2NC(=O)c2ccco2)c(OC)c1	5	95	10	94	0.9	16	-32	98	100	96	94
CN1/C(=C\C(=O)Nc2ccc(Br)cc2)C(C)(C)c2ccccc21	10	102	8	97	-0.5	9	-9	97	104	97	97
Cc1ccccc1NC(=O)Cn1c([N+](=O)[O-])cnc1C	0	106	14	99	0.1	18	-17	100	105	102	99
CCOc1[nH]n(-c2ccc(Cl)cc2)c(=O)c1C=NCC(=O)OC	6	101	10	100	0.9	12	5	101	98	100	96
O=C(NCCc1c[nH]c2ccccc12)C(=O)NCC1CCCO1 (stereo not given)	4	96	8	98	0.2	10	0	96	104	98	95
CC(C)c1ccc(OCC(O)CN2CCN(c3ccccc3)CC2)cc1 (stereo not given)	2	?	7	?	1.0	26	/	?	?	?	?
CC1(C)SC(=S)N(/N=C/c2ccccc2)C1N(O)C(=O)Nc1ccc([N+](=O)[O-])cc1 (stereo not given)	9	97	15	98	0.7	30	/	100	98	100	100
O=C(NC1CCCCCC1)c1cccc(COCC(F)(F)F)c1	3	104	6	102	0.1	27	/	102	100	97	97
O=c1c2ccccc2nnn1CSc1nnc(C2COc3ccccc3O2)n1-c1ccccc1 (stereo not given)	3	108	14	102	3.3	35	/	103	104	99	98
CCOc1ccc(C2N(c3ccc(OC)cc3)C(=O)C3CCCN32)cc1OC (stereo not given)	1	106	7	98	0.1	23	/	96	98	97	96
Cc1onc(-c2c(F)cccc2Cl)c1C(=O)Nc1cccc(S(=O)(=O)NCc2ccco2)c1	-1	91	12	96	-0.1	11	/	96	102	92	90
COc1cc(Cl)c(C)cc1NC(=O)CSc1ccc(C)cc1	1	101	35	99	0.3	13	/	99	99	100	99
CCN(CC)S(=O)(=O)c1cccc(C(=O)N[C@@H](C)c2nc3ccccc3[nH]2)c1	1	101	12	96	0.2	11	/	97	94	101	97
O=C(/C=C/c1ccccc1)c1ccc2c3c(cccc13)CC2	26	105	6	100	-0.1	10	-16	100	101	101	100
Cc1ccc(NC(=O)C(C)c2cccc(C(=O)c3ccccc3)c2)cc1 (stereo not given)	7	99	7	94	0.8	43	/	97	95	97	96
COC(=O)c1cc(=O)nc2sc3cc(OC)ccc3n12	2	101	24	97	0.7	14	/	97	96	96	97
Cc1c(NC(=S)NC(=O)c2ccc(Br)o2)c(=O)n(-c2ccccc2)n1C	3	98	10	97	0.1	10	/	97	103	94	95
COc1ccc(OC)c(C(=O)CSc2nnc(-c3ccc(OC)c(OC)c3)o2)c1	1	105	15	101	0.3	20	/	100	94	106	102
COC(=O)C(CC(C)C)NC(=O)/C=C/c1ccccc1Cl (stereo not given)	2	105	16	99	0.0	13	8	99	96	105	100
CC(C)(C)C(=O)/C=C/Nc1ccccc1O	3	108	6	100	-0.2	41	-34	100	103	102	98
c1ccc(CCc2nn3c(Cc4ccccc4)nnc3s2)cc1	0	99	6	100	0.1	15	/	100	103	100	98
CCCOC(=O)CSc1nnc(-c2ccccc2Cl)o1	0	100	11	98	-0.4	11	/	99	98	98	99
O=C(c1ccccc1C(F)(F)F)N1CCN(S(=O)(=O)c2ccccc2)CC1	0	96	17	96	-0.1	7	/	97	98	96	94
CN1CCN(C(=O)c2cc(Oc3c(F)c(F)c(F)c(F)c3F)cc(C(=O)N3CCN(C)CC3)c2)CC1	7	97	9	98	3.3	16	/	100	110	101	99
CCOc1ccccc1NC(=O)C(Sc1nnnn1C)c1ccccc1 (stereo not given)	7	100	12	94	1.1	12	10	93	94	94	94
